Screening results as filed in PubChem.
DRD3 agonist: qHTS of D3 Dopamine Receptor Agonist: qHTS | AID 652048, 2013 | D(3) dopamine receptor (Homo sapiens), P35462 | actives 0.58% (n = 410,000) | max activation, % | D3R DiscoveRx beta-arrestin cells, luminescence, 90 min; in the data active means max activation above about 30%; further: 0% is about no effect; mostly tested at two doses, the higher about 12 µM
Target sequence (P35462 whole entry, looked up): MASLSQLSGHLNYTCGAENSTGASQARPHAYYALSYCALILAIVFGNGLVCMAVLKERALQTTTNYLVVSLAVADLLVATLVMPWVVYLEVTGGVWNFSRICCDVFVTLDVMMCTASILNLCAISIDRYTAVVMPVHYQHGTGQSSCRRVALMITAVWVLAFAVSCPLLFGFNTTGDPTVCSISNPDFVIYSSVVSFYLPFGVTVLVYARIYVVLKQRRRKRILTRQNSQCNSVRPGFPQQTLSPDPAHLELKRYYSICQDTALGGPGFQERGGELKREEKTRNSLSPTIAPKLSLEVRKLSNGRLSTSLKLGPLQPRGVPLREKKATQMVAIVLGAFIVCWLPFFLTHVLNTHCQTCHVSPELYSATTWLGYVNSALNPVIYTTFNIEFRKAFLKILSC
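Cells at 1500/well, incubated overnight, then treated with pinned compounds (dopamine as control) for 90 min at 37 degrees C. DiscoveRx reagent added for 30 - 60 minutes at room temperature; luminescence read.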
HT1080 IDH1KD tx: qHTS for induction of synthetic lethality in tumor cells producing 2HG: qHTS for the HT-1080-IDH1KD cell line. Potency, µM (highest dose often 46.1 µM), for the others: top-dose activity, negative = toxicity, most hits filed as cytotoxic. actives 2% (n = 360,000). HT-1080 IDH1 knockdown viability, ATP luminescence, 48 h. AID 686971, 2013;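 further: potency means the concentration at half of the fitted maximal effect; 0% = DMSO wells and -100% = cell-free medium wells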
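IDH1KD HT-1080 cells, 750/well, RPMI + 5% FBS; compound pinned after 2 h settling; 48 h, 37 °C; CellTiter-Glo luminescence; % activity normalised to DMSO and no-cell wells; curves fitted, classed by r2 and efficacy.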
D3 antag: qHTS of D3 Dopamine Receptor Antagonist: qHTS; max response, negative = inhibition, %; actives 2.5% (n = 360,000); D3R cells, DiscoveRx beta-arrestin luminescence, antagonist mode; active compounds read low; AID 652054, 2013; in the data active means max response below about -50%; inconclusive means no clear call, values can overlap the other calls; further: on the % scale 0 is the no-effect control and ±100 the full control effect; mostly tested at two doses, the higher about 12 µM
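Cells plated overnight at 1500 cells/well, then exposed to library compounds with dopamine controls for 90 minutes at 37 degrees C. DiscoveRx reagent added for 30–60 minutes at room temperature; luminescence read, quantitative HTS format.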
KB-V1 MDR tox: qHTS assay for MDR1-selective chemotherapeutics: Primary screen using the drug-selected MDR subline cells KB-V1. actives 3.4% (n = 400,000). KB-V1 MDR cells viability, CellTiter-Glo, 72 h. Potency, µM (series often up to 46.1 µM), for the others: at the top dose activity change, negative = cytotoxicity, usual class: cytotoxic. AID 1347076, 2019; further: potency means the concentration at half of the fitted maximal effect; on the % scale 0 is the no-effect control and ±100 the full control effect; nearly all actives have a fitted effect of over 60% in size
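Compound-treated KB-V1 multidrug-resistant cells, 72 h, 37 degrees C; viability by CellTiter-Glo. Fitted qHTS curves give the values.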
KB-3-1 cytotox: qHTS assay for MDR1-selective chemotherapeutics: Primary screen using the parental adenocarcinoma cell KB-3-1; KB-3-1 viability, CellTiter-Glo ATP luminescence, 72 h; Potency, µM (highest dose often 46.1 µM), without a hit: top-dose activity change, negative = cytotoxic, hits mostly cytotoxic; actives 1.4% (n = 400,000); further: potency means the concentration at half of the fitted maximal effect; on the % scale 0 is the no-effect control and ±100 the full control effect; nearly all actives have a fitted effect of over 60% in size
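Cytotoxicity measured as CellTiter-Glo luminescence after 72 h at 37 C. Compound titrations were pinned onto drug-naive KB-3-1 parental adenocarcinoma cells grown in DMEM with 10% FBS, and normalized data fitted to concentration-response curves.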
SW480 rereplic: A quantitative high throughput screen for small molecules that induce DNA re-replication in SW480 colon adenocarcinoma cells; Potency, µM (highest dose often 46.1 µM), for the others: top-dose re-replication activation, usual class: activators; SW480 DNA re-replication, Hoechst DNA content imaging, 48 h; actives 1.8% (n = 340,000); AID 624297, 2012; further: potency means the concentration at half of the fitted maximal effect; % of control where 0% means no effect; nearly all actives have a fitted effect of over 55% in size
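SW480 cells exposed to compounds for 48 hr at 37 C, 5% CO2, then Hoechst-stained 40 min. Nuclear DNA content imaged by fluorescence scanning (405 nm excitation, 500-530 nm emission); re-replication scored as increased high-intensity nuclei.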
IL-1B inflam inh: qHTS for Inhibitors of Inflammasome Signaling: IL-1-beta AlphaLISA Primary Screen; THP-1 LPS/ATP IL-1B secretion, AlphaLISA, 16 h; active compounds read low; activity change, % at 57.5 µM; actives 4.7% (n = 360,000); AID 743279, 2014; in the data active means activity change below about -50%; inconclusive means mostly about -30% to -49%; further: on the % scale 0 is the no-effect control and ±100 the full control effect
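THP-1 cells pretreated 1 hr with compounds (up to 57.5 uM final), then stimulated with LPS (250 ng/mL final) plus ATP (1.25 mM final); secreted IL-1B measured by AlphaLISA after 16 hr, decreased signal indicating inhibition.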
HT1080-NT tox: qHTS for induction of synthetic lethality in tumor cells producing 2HG: qHTS for the HT-1080-NT fibrosarcoma cell line. HT-1080-NT fibrosarcoma viability, CellTiter-Glo ATP luminescence, 48 h. Potency, µM (series often up to 46.1 µM), for inactives: at the highest dose activity, negative = less viability, hits mostly cytotoxic. actives 1.6% (n = 360,000). AID 686970, 2013;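 further: NT is the 2HG producing partner of a matched IDH1 knockdown line; potency means the concentration at half of the fitted maximal effect; 0% = DMSO-treated cells and -100% = media-only wells without cells; nearly all actives have a fitted effect of over 55% in size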
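Luminescent CellTiter-Glo readout after 48 hours of compound exposure at 37 degrees C defined viability of HT-1080-NT cells. Activity was normalized to DMSO wells and cell-free media wells; concentration-response curves were fitted and assigned curve classes.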
GLP1R ag: qHTS of GLP-1 Receptor Agonists; Glucagon-like peptide 1 receptor (Homo sapiens), P43220; HEK293 GLP-1R CRE-luciferase, luminescence, 4-6 h; cells express a hypersensitive GLP-1R form; Potency, µM (top dose mostly 45.6 µM), inactives show top-dose activation, actives largely listed as activators; actives 0.007% (n = 380,000); further: potency means the concentration at half of the fitted maximal effect; % of control where 0% means no effect
Target sequence (P43220 whole entry, looked up): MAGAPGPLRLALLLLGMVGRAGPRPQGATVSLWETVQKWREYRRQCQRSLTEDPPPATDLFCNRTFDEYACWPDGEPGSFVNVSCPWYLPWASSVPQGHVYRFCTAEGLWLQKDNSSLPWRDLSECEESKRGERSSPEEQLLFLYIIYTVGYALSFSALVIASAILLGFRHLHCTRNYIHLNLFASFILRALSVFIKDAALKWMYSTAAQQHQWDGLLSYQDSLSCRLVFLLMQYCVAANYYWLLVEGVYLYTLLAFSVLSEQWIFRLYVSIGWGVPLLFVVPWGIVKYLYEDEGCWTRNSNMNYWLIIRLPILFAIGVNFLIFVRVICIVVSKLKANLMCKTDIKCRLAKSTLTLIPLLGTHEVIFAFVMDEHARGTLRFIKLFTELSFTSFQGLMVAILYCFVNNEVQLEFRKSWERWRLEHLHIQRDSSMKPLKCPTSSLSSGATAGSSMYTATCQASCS
* marks the source's active call; other numbers are inactive results; ? = inconclusive; nt = no result given; [ ] = remark or other dose. Unless noted, the call rests on the fitted dose curve; in most records, active means well fitted curve in the direction sought with a large enough effect; inconclusive means small, poorly fitted or top-dose-only effect, or another doubt; inactive means no such curve, though single readings can be large; an effect the other way counts as inactive or inconclusive.

SMILES	DRD3 agonist	HT1080 IDH1KD tx	D3 antag	KB-V1 MDR tox	KB-3-1 cytotox	SW480 rereplic	IL-1B inflam inh	HT1080-NT tox	GLP1R ag
COc1ccccc1NC(=S)N(Cc1cccnc1)Cc1ccccc1Cl	7	-8%	9	?	?	-9%	-11	-4%	13%
O=C(O)CCS(=O)(=O)Cc1ccccc1F	13	-1%	17	15%	1%	-15%	3	9%	-8%
COc1cc(NC(=O)CSc2nc(=O)n(CCN3CCOCC3)c3c2CCC3)cc(OC)c1	1	-2%	-25	-4%	-9%	-4%	4	-7%	4%
Cc1nc(SCC(=O)NC2CCCC2)c2c(C)c(C)sc2n1	-7	9%	16	0%	-2%	0%	10	17%	13%
COc1ccc(/C=N/N2C(=N)SCC2=O)cc1	0	1%	5	2.6µM*	7.3µM*	0%	19	2%	-3%
CC1=NN(C(N)=S)C(=O)C1N=Nc1cccc(Cl)c1C (stereo not drawn)	9	-28%	9	-17%	-4%	2%	13	-10%	-6%
Cc1cc(C(=O)COC(=O)c2ccc(N)c([N+](=O)[O-])c2)c(C)n1-c1ccc2c(c1)OCO2	0	?	-11	?	?	0%	0	-17%	2%
COCCNC(=O)C(c1ccc(C)cc1)N(C(=O)CCC(=O)Nc1ccccn1)C1CCCCC1 (stereo not drawn)	20	9%	9	-11%	6%	-10%	11	11%	7%
COc1ccc(S(=O)(=O)N2CCOC2CNC(=O)C(=O)NCCc2ccc(OC)c(OC)c2)cc1 (stereo not drawn)	7	-10%	22	18µM*	?	12%	0	-2%	?
CC1(C(=O)Nc2ccc3c(c2)OCO3)CCN1Cc1ccccc1OC(F)F (stereo not drawn)	2	0%	49	-33%	-1%	nt	-67*	-8%	22%
CC(C)CCNC(=O)CSc1nc2ccccc2s1	-3	-1%	-30	14%	9%	-5%	7	22%	15%
CCOC(=O)C1CCCN(Cc2cn3c(-c4ccc(Br)cc4)nnc3s2)C1 (stereo not drawn)	-16	nt	nt	-18%	7%	nt	nt	nt	1%
Cc1onc(-c2ccccc2Cl)c1C(=O)NNC(=O)c1ccccc1F	0	3%	-9	-2%	-16%	-10%	9	6%	5%
CC(=O)c1cccc(OC(=O)c2ccccc2)c1	6	6%	13	?	6%	-4%	-1	4%	1%
Cc1ccc(/C=C/C(=O)OCC(=O)NCCN2C(=O)CSC2=O)o1	3	8%	-1	-1%	6%	-15%	-3	4%	3%
Cc1ccc(NS(=O)(=O)c2ccc(C(=O)N3CCCN(C)CC3)cc2)cc1	0	1%	13	-15%	0%	-1%	9	-7%	0%
Cc1ccc(CCNC(=O)C2CCC(=O)N(CC3CCCCC3)C2)cc1 (stereo not drawn)	-5	-1%	-6	?	-1%	10%	7	1%	9%
CCOc1ncccc1C(=O)OCC(=O)c1ccccc1	6	0%	-13	-13%	-5%	-10%	-9	-2%	5%
COC(=O)/C=C/C1=CN(Cc2ccccc2)CCC1=O	-24	-2%	0	-11%	-14%	-1%	4	1%	0%
CCc1noc(C)c1C(=O)OCC(=O)NCc1ccccc1OC	3	0%	17	-21%	0%	-5%	11	9%	-3%
COc1ccccc1C(=O)COC(=O)Cc1c[nH]c2ccccc12	4	0%	0	0%	-3%	-4%	17	13%	0%
CCOc1ccc(C(=O)N[C@H](C(=O)O)C(C)C)cc1	1	6%	10	17%	0%	-7%[9.22 µM]	12	7%	-6%
Cc1ccc(C)c(S(=O)(=O)N2CCCCC2CCNC(=O)C(=O)NCc2cccnc2)c1 (stereo not drawn)	-18	-16%	9	?	0%	?	3	-3%	6%
CN1CCN(c2ccccc2NC(=O)c2ccc(F)cc2)CC1	4	14%	-7	-3%	-2%	-8%	-24	1%	3%
N#Cc1ccccc1OCC(=O)NCC1(N2CCCCC2)CCCCC1	-12	17%	-14	-3%	11%	?	9	6%	-3%
O=C(Cn1cnc([N+](=O)[O-])n1)c1ccc(O)c(O)c1	5	-3%	8	-1%	-3%	-4%	47	-11%	-1%
CCC(C)NCC(=O)Nc1ccc(-c2nc3cc(NC(=O)CNC(C)CC)ccc3o2)cc1 (stereo not drawn)	9	-25%	5	?	?	?	-3	-20%	5%
O=C(NC1(Cc2ccccc2)CCN(CCCc2ccccc2)C1=O)c1ccccc1 (stereo not drawn)	25	-19%	11	0%	0%	0%[9.22 µM]	-18	-7%	7%
COc1ccc(C(=O)OCC(=O)NC2CC2)cc1S(=O)(=O)N(C)Cc1ccccc1	1	1%	0	6%	-5%	-8%	13	2%	-5%
Cc1ccc(S(=O)(=O)N2CCOCC2)cc1C(=O)Nc1nc(-c2cccnc2)cs1	6	11%[9.24 µM]	7	-16%	-17%	-5%	7	-1%	0%
CC1(C)CC(=O)C2=C(C1)OC(N)=C(C#N)C2Cc1ccccc1 (stereo not drawn)	-2	5%	-14	4%	-14%	7%	-2	13%	16%
CCN(Cc1ccccc1)C(c1ccc(C(F)(F)F)cc1)c1nnnn1C(C)(C)C (stereo not drawn)	0	-1%	-16	21µM*	16µM*	4%[9.22 µM]	-1	-2%	-1%
COc1cc(NC(=O)c2noc3c2CCC3)c(OC)cc1Cl	5	-7%	5	20%	10%	-3%	25	7%	-2%
Cc1cccc(N2C(=O)c3ccccc3C2=O)n1	-15	9%	-12	14%	-16%	-4%	-6	5%	1%
O=C(/C=C/c1ccc([N+](=O)[O-])cc1)Nc1cccnc1	14	0%	-13	-1%	0%	-12%	-7	2%	-2%
CCCc1c(O)nc(SCC(=O)N2CCCCC2)[nH]c1=O	1	4%	46	10%	2%	3%	-1	8%	3%
Cc1c(Cl)cccc1NC(=O)CCN1CCOCC1	9	6%	-3	-5%	11%	0%	1	-6%	-3%
O=c1cc(O)c2sc(Nc3cccc(C(F)(F)F)c3)nc2[nH]1	-4	8%	-15	-15%	-5%	?	-26	18%	2%
CN(C)c1oc(-c2ccccc2Cl)nc1P(=O)(c1ccccc1)c1ccccc1	-3	-21%	-12	7.3µM*	?	?	-62*	-2%	0%
CC(NC(=O)c1ccc([N+](=O)[O-])cc1Cl)C1CC2CCC1C2 (stereo not drawn)	2	-10%	7	-3%	13%	3%	-23	-6%	11%

Part of the list above in order of number of heavy atoms, high to low.
SMILES	DRD3 agonist	HT1080 IDH1KD tx	D3 antag	KB-V1 MDR tox	KB-3-1 cytotox	SW480 rereplic	IL-1B inflam inh	HT1080-NT tox	GLP1R ag
CN(C)c1oc(-c2ccccc2Cl)nc1P(=O)(c1ccccc1)c1ccccc1	-3	-21%	-12	7.3µM*	?	?	-62*	-2%	0%
CC1(C)CC(=O)C2=C(C1)OC(N)=C(C#N)C2Cc1ccccc1 (stereo not drawn)	-2	5%	-14	4%	-14%	7%	-2	13%	16%
Cc1cccc(N2C(=O)c3ccccc3C2=O)n1	-15	9%	-12	14%	-16%	-4%	-6	5%	1%

(listing goes on)
SMILES	DRD3 agonist	HT1080 IDH1KD tx	D3 antag	KB-V1 MDR tox	KB-3-1 cytotox	SW480 rereplic	IL-1B inflam inh	HT1080-NT tox	GLP1R ag
O=C1OC(c2ccccc2)C2(CCCC2)C(=O)C12CCCC2 (stereo not drawn)	-2	-4%	-10	5%	13%	-1%	19	5%	-9%
Cc1cc(C)c(Cn2c(=O)n(CCCC(=O)NCc3ccco3)c(=O)c3sccc32)c(C)c1	2	-24%	6	-12%	-10%	-4%	59	-22%	-1%
Cc1c(NC(=O)Nc2ccc(Cl)c(Cl)c2)c(=O)n(-c2ccccc2)n1C	-3	6%	-6	?	6%	-4%	-5	6%	-31%[inhibitor]
Cc1coc2cc3oc(=O)c(CCC(=O)NCCCN4CCOCC4)c(C)c3cc12	11	1%	12	13%	0%	-74%[inhibitor]	1	0%	-3%
COc1ccc(NC(=O)N2CCN(S(=O)(=O)c3ccc4c(ccn4C)c3)CC2)c(OC)c1	-8	nt	nt	?	3%	nt	nt	nt	-2%
Ic1ccc(N2CCN(Cc3c[nH]c4ncccc34)CC2)cc1	-88	?	-58*	-26%	-1%	?	-15	?	20%
COc1ccccc1CNC(=O)COc1ccccc1C	-2	-4%	-14	-3%	0%	-2%	-17	3%	-3%
CCOc1cc(S(=O)(=O)NCc2cccs2)ccc1Cl	3	1%	0	6%	0%	-1%	-8	3%	15%
O=C(NCc1ccco1)C(Cc1ccccc1)N1C(=O)c2ccccc2C1=O (stereo not drawn)	2	17%	-1	-8%	3%	6%	25	20%	-6%
COc1ccc(Cl)cc1NC(=O)COC(=O)Cc1cc(OC)c(OC)c(OC)c1	10	8%	5	0%	12%	-2%	45	-1%	21%
COc1nc(-c2ccccc2Cl)ccc1C#N	-11	-14%	16	-6%	0%	-3%	1	10%	15%
CCN(CC)C(=O)[C@H]1CC(CC(=O)NCCCN(C)C)C(=O)N2CCc3c([nH]c4ccc(OC)cc34)[C@]12C (stereo partly drawn)	-6	1%	-8	4%	-2%	-14%	15	-2%	-4%
Cc1ccc(C(=O)OCC(=O)NC2CCCCC2)cc1S(=O)(=O)N1CCCCC1	2	3%	6	4%	-4%	30%	15	-6%	-3%
On1nnc2c3ccccc3c3ccccc3c21	4	2%	8	0%	-22%	-5%	42	1%	-1%
O=C(Nc1ccc(-c2nc3ccccc3s2)c(OC(=O)c2ccccc2)c1)c1ccccc1	-5	7%	-8	4%	-7%	-10%	2	7%	1%
CC(=O)Nc1ccc(-c2csc(NC(=O)c3ccc(C)o3)n2)cc1	6	6%	?	-1%	19%	0%	?	13%	-1%
